DYRK1A inh = inhibitors of rat Dyrk1A kinase. Q63470. ADP-Glo luminescence, NFATc1 peptide. inhibition, % at 12.5 µM. actives 0.43% (n = 310,000). AID 504441; in the data active = inhibition above about 50%;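 also: plate controls were vehicle with enzyme for no effect and no enzyme for full effect; many of its hits are not listed in these tables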
IEC-6 cytotox = IEC-6 cytotoxicity, counter-screen for KLF5 inhibitors. luminescence viability. inhibition, % at 5 µM. actives 0.78% (n = 290,000); in the data active = inhibition above about 22%;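 also: 0% = plate median of test compound wells and 100% = cytotoxic reference compound wells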
HSF1 inhib = HSF1 inhibition | actives 0.77% (n = 300,000) | activity change, negative = inhibition, % at 7.5 µM (by protocol) | NIH3T3-HGL HSE-luciferase, MG132-induced, luminescence 8 h; stronger effect = lower value;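 active = more than half of replicate wells show activity change below -50%, luminescence cut by over half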;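 also: luciferase reports HSF-1 transcriptional activity via heat shock element; 0% = median of DMSO wells and -100% = zero luminescence signal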
Platelet DG rel = platelet dense granule release activity; AID 1663; actives 0.22% (n = 300,000); inhibition, %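 (compounds screened at 7.5 µM in platelet-rich plasma)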; human platelet-rich plasma, SFLLRN dense granule ATP release, luminescence;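 active = mean replicate score, as percent of positive control, at or above 50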
HSP90 refold inh = HSP90 refolding inhibition in rabbit reticulocyte lysate; inhibition, % at 5.6 µM; luciferase refolding luminescence, 3 h; actives 0.91% (n = 290,000); AID 1789;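 active = inhibition above the screen-wide mean plus 3 SD, computed separately per campaign, cut at about 16% in these data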;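 also: 0% = DMSO wells and 100% = 60 µM geldanamycin wells; inhibitors lower the luminescence because luciferase stays unfolded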
KLF5 inhibitor = kruppel-like factor 5 inhibition; DLD-1 KLF5 promoter-luciferase reporter, luminescence; inhibition, % at 5 µM; actives 0.23% (n = 290,000); AID 1700;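 active = inhibition above a per-plate limit of that plate's mean compound inhibition plus 3 SD, cut at about 60% in these data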;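 also: 0% = DMSO wells and 100% = LY294002 at 200 µM; higher means less KLF5 promoter-driven luciferase light; inactives centre near -14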
GSK3B inh = human GSK3beta kinase inhibition | actives 0.038% (n = 300,000) | GST-GSK3beta kinase, ADP-Glo luminescence, 60 min; stronger effect = lower value | activity score (negative = inhibition), % at 10 µM | P49841;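 active = more than half of replicate wells score below -50%, meaning over 50% inhibition versus plate controls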;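 also: 0% = median DMSO wells and -100% = median GW8510 positive control wells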
Target sequence (P49841 whole entry, looked up): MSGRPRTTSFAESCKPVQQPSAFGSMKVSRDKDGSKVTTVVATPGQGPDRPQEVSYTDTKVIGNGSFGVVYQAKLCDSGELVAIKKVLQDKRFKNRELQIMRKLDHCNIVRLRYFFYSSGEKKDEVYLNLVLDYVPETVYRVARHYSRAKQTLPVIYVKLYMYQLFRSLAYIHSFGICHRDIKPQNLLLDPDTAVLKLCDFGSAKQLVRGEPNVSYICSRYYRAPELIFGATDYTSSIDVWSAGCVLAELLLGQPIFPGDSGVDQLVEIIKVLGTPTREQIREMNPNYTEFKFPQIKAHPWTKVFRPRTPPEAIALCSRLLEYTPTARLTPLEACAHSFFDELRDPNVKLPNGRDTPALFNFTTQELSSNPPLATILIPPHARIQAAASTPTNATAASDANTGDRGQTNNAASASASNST
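test system = GST-tagged human GSK3beta kinase, cell-free | reagent = 25 µM ATP with peptide substrate | dosing = one dose of 10 µM per compound | schedule = 60 min reaction, RT | detection = luminescent ADP-Glo measurement of ADP formed | control set = DMSO neutral wells and GW8510 at 20 µM as positive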
GSK3A inh = inhibitors of human GSK-3 alpha kinase. P49840. ADP-Glo luminescence, 60 min. inhibition, % at 10 µM. actives 0.1% (n = 320,000). AID 2650;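 in the data active = inhibition above about 50%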;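 also: GST-tagged GSK-3 alpha with peptide substrate and 25 µM ATP; 0% = DMSO neutral wells and 100% = GW8510 positive control wells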
Target sequence (P49840 whole entry, looked up): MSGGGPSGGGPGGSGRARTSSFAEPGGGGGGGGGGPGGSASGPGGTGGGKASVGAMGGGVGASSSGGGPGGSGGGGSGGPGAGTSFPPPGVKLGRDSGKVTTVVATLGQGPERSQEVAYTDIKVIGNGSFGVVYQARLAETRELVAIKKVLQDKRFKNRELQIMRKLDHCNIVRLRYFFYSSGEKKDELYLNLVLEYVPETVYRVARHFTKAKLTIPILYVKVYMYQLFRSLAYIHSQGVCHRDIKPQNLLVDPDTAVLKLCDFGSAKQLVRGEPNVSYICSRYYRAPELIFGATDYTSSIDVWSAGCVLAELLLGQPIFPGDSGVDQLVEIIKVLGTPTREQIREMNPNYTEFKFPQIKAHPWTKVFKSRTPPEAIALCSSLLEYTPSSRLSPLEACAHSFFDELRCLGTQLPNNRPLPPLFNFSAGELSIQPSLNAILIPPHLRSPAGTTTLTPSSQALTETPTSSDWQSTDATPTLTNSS
aSyn 5UTR inh = 5' untranslated region of α-synuclein, MLPCN primary screen; alpha-synuclein 5'UTR reporter, inhibitor activity; inhibition, % (tested at 7.5 µM); actives 0.82% (n = 300,000); AID 1813; in the data active = inhibition above about 60%;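 also: H4 neuroglioblastoma cells stably carrying SNCA 5'UTR luciferase fusion; 0% = DMSO wells and 100% = positive control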
HSF-1 act = increases HSF-1 driven luciferase reporter signal | activation, % at 9 µM | actives 1.7% (n = 300,000) | NIH3T3-HGL HSF-1 luciferase reporter, MG132, 8 h; 100% = twice DMSO control signal;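 active = mean replicate activation of at least 50% with a set share of replicates each reaching 50%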;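 also: 0% = median of the neutral control wells and 100% = twice that signal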
The depositor's hits bear a star; x = not tested or not shown. An excerpt; the hit share may differ from the screen's.

SMILES | DYRK1A inh | IEC-6 cytotox | HSF1 inhib | Platelet DG rel | HSP90 refold inh | KLF5 inhibitor | GSK3B inh | GSK3A inh | aSyn 5UTR inh | HSF-1 act
O=C(NCc1cccnc1)Nc1ccc(Cl)cc1 | 1 | -4 | 1 | 8 | -3 | -46 | 2 | 0 | -9 | 10
Cc1cc(=O)oc(C)c1C(=O)NCCC(C)C | 6 | 2 | 6 | -10 | 2 | -7 | 0 | 0 | 7 | 8
CCCn1cc2c(c1-c1cccc(C)c1)c(=O)n(C)c(=O)n2C | 14 | 2 | -4 | 8 | 0 | -1 | -3 | 10 | -13 | 8
Cc1ccc(C(=O)N2CCCCCC2)cc1S(=O)(=O)Nc1ccccc1 | 8 | -11 | -4 | 7 | -2 | -39 | 2 | -1 | -4 | 15
CSc1nc(SCC(=O)NCc2ccco2)c2c3c(sc2n1)COC(C)(C)C3 | 11 | -8 | 5 | 4 | -1 | -15 | 0 | 0 | -41 | 26
CC(C)c1cc(C(=O)N2CCCC(N3CCN(c4ccc(F)cc4)CC3)C2)n(C)n1 (centres undefined) | 2 | 5 | 2 | 2 | 3 | -14 | 17 | x | -13 | 14
CCOC(=O)CC(NS(=O)(=O)c1ccc(OC)c(C)c1)c1cccc([N+](=O)[O-])c1 (centres undefined) | 0 | -2 | -6 | 7 | 4 | -7 | 2 | 1 | 13 | 14
CN(CCC1CCCCO1)C(=O)CCc1nnc(C2CCCCC2)o1 (centres undefined) | -1 | 1 | 14 | -8 | -1 | -29 | -1 | -2 | -41 | 25
Cc1cc(C)c(S(=O)(=O)c2ccccc2C)c(OCC(C)(C)C)n1 | 5 | -3 | -3 | 1 | 0 | -24 | 0 | 1 | -5 | -9
CN1CCC(OC(=O)C23CCC(C)(C(=O)O2)C3(C)C)CC1 (centres undefined) | -3 | 4 | -3 | 17 | 5 | -14 | 0 | -1 | 17 | -2
Cc1ccc(S(=O)(=O)N(C)CC(=O)OCC(=O)c2c(N)n(C)c(=O)n(C)c2=O)cc1 | -4 | -3 | -6 | 3 | -1 | -16 | 1 | -4 | -8 | 5
O=C(NNC(=O)c1ccc2c(=O)n3c(nc2c1)CCC3)c1ccc(F)cc1 | 0 | x | -4 | -6 | x | x | 3 | 0 | -4 | 9
Oc1ccc2ccccc2c1C1Nc2cccc3cccc(c23)N1 | 11 | 0 | -5 | -7 | 3 | -15 | -1 | 0 | -25 | 5
CC(CCc1ccccc1)C(=O)NO (centres undefined) | 1 | -6 | -2 | 7 | -2 | 16 | -3 | -1 | -10 | 20
COC(=O)c1cn(NC(=O)Cn2nc([N+](=O)[O-])c(Cl)c2C)c(=O)c2ccccc12 | x | 2 | 3 | -11 | 5 | -10 | 3 | -1 | -21 | -2
CCOc1ccc(CNC(=O)C(=O)c2cn(CC(=O)N3CCOCC3)c3ccccc23)cc1OC | 0 | 9 | -5 | -12 | 7 | -15 | 0 | 3 | 21 | -7
CCN(C(=O)COC(=O)C1CCN(S(=O)(=O)c2cccs2)CC1)c1ccccc1 | -4 | -5 | -1 | -1 | 0 | -28 | 2 | 2 | -2 | 6
O=C(CCNC(=O)c1ccco1)Nc1ccccc1N1CCOCC1 | -4 | -2 | -10 | 10 | -2 | -12 | 0 | -1 | -14 | -2
COCCSc1ccccc1C(=O)N1CCCC1 | -6 | 3 | -1 | -7 | 6 | -14 | 1 | -4 | 10 | 0
Cc1cc(N/C(=N\S(=O)(=O)c2ccc(Cl)cc2)c2ccc(F)cc2)no1 | -5 | 10 | -10 | 8 | 5 | -11 | -3 | -1 | 4 | 6

One compound at a time, from the list above.
COC(=O)c1cn(NC(=O)Cn2nc([N+](=O)[O-])c(Cl)c2C)c(=O)c2ccccc12 is listed as DYRK1A inh = x; IEC-6 cytotox = 2; HSF1 inhib = 3; Platelet DG rel = -11; HSP90 refold inh = 5; KLF5 inhibitor = -10; GSK3B inh = 3; GSK3A inh = -1; aSyn 5UTR inh = -21; HSF-1 act = -2
Cc1ccc(S(=O)(=O)N(C)CC(=O)OCC(=O)c2c(N)n(C)c(=O)n(C)c2=O)cc1 is listed as DYRK1A inh = -4; IEC-6 cytotox = -3; HSF1 inhib = -6; Platelet DG rel = 3; HSP90 refold inh = -1; KLF5 inhibitor = -16; GSK3B inh = 1; GSK3A inh = -4; aSyn 5UTR inh = -8; HSF-1 act = 5

Following part:
SMILES | DYRK1A inh | IEC-6 cytotox | HSF1 inhib | Platelet DG rel | HSP90 refold inh | KLF5 inhibitor | GSK3B inh | GSK3A inh | aSyn 5UTR inh | HSF-1 act
CCCCN(CCCC)CC(O)CN1C(=O)NC(C)(C)C1=O (centres undefined) | 2 | 3 | 9 | 1 | -1 | -37 | 3 | 4 | 2 | 31
COc1cc(Cl)c(C)cc1NC(=O)COc1ccccc1[N+](=O)[O-] | 2 | -4 | -4 | 3 | 0 | 5 | 1 | -3 | -60 | -5
COc1ccc(C(=O)NC(=S)Nc2ccccc2F)cc1 | -2 | 4 | 7 | -6 | -2 | -159 | 3 | -39 | -199 | 40
Cc1nn(-c2ccccc2)nc1CNC(=O)CC(C)(C)C | 10 | 0 | x | x | -2 | 12 | 2 | 1 | x | x
Cc1c(C2N3CC4(C)CN2CC(C)(C3)C4=O)c2ccccc2n1C (centres undefined) | -5 | 3 | -5 | 1 | -3 | 0 | 1 | 0 | 38 | -8
Cc1ccc(CNC(=O)CCS(=O)(=O)c2cccc3nonc23)cc1 | 2 | -1 | 16 | -4 | 2 | -19 | -1 | -1 | -14 | -1
NC(=O)COc1ccc(/C=N\NC(=O)c2ccc(-c3ccccc3)cc2)cc1 | x | 4 | -5 | -6 | 5 | -17 | 4 | -2 | 11 | -13
CCCc1nnc(NC(=O)c2cc(OC)cc(OC)c2)s1 | -7 | 3 | 7 | 0 | 5 | 10 | -2 | 1 | -17 | 13
Cc1cc(NS(=O)(=O)c2ccc(NC(=O)c3ccco3)cc2)no1 | 3 | 1 | -5 | 7 | 4 | 3 | -3 | x | 26 | -19
CCCc1nnc(NC(=O)COc2ccc3c(c2)OCO3)s1 | 1 | 4 | 6 | -1 | 1 | -2 | x | -1 | -4 | 33
O=C(Nc1ccc(N2C(=O)C3C4C=CC(C4)C3C2=O)cc1)Nc1nncs1 (centres undefined) | 5 | x | -86* | -15 | x | x | 0 | -2 | -3 | -89
O=C1CCN(Cc2ccc([N+](=O)[O-])cc2)CCN1CCO | 1 | 1 | -1 | 0 | -5 | -5 | 0 | -1 | 8 | -7
Cc1ccc(CN(CC(=O)NC2CCCC2)C(=O)CSc2nnc(COc3ccccc3)o2)cc1 | -1 | -14 | -2 | -11 | 0 | 3 | 1 | 5 | -13 | 5
COc1ccc(-c2cc(=O)oc3c(C)c(OC(C)C(C)=O)ccc23)cc1 (centres undefined) | 5 | 1 | 5 | -10 | -1 | -15 | -1 | 0 | 17 | 14
O=C(NCC1CCCO1)C(c1ccc(F)cc1)N(CC1CCCO1)C(=O)c1ccc(-c2ccccc2)[nH]1 (centres undefined) | 1 | 1 | 9 | -2 | 2 | -46 | 5 | -1 | -29 | 12
COc1ccccc1N1C(=O)C(Cl)=C(Nc2ccccc2O)C1=O | 4 | -4 | 5 | -1 | 2 | -29 | 0 | x | -127 | 19
O=C(NCCCN1CCOCC1)/C(=C/c1ccc(F)cc1)NC(=O)c1ccccc1 | -3 | -4 | 1 | 3 | -2 | -9 | -2 | x | 8 | -8
CCC(C)NC(=O)c1cc(CC(C)C)on1 (centres undefined) | -1 | -10 | 9 | -1 | -2 | -21 | 2 | -2 | -68 | 2
O=C(NCc1ccc(F)cc1)C1CCN(S(=O)(=O)c2ccc(Br)s2)CC1 | -4 | -7 | 8 | 0 | 2 | -6 | x | -1 | 14 | 45
C/C(=N\Nc1c([N+](=O)[O-])c(C)nn1C)c1ccc(F)cc1F | x | -1 | 1 | 0 | -2 | -15 | 0 | -1 | -1 | -1
CSCCNC(=O)c1ccc(C(C)(C)C)cc1 | 6 | 2 | 11 | 1 | 0 | -20 | 1 | 1 | -84 | 39
Cc1ccc(-c2ccc(/C=N\NC(=O)c3cc4c(ccc5ccccc54)o3)o2)cc1[N+](=O)[O-] | 2 | 6 | -16 | -9 | 1 | 12 | 1 | 1 | -50 | 3
CCCNc1c(N)c(=O)oc2ccccc12 | 2 | 4 | 5 | -2 | 2 | -17 | 1 | -6 | -26 | -9
COc1ccc2oc3cc(C)[n+]([O-])c(-c4ccc(Br)cc4)c3c2c1 | 5 | 11 | -5 | 0 | 3 | 16 | -2 | 14 | 23 | 6
CCn1c(COC(=O)CNC(=O)c2ccccc2F)nc2cc(S(=O)(=O)N(C)C)ccc21 | 3 | x | 3 | 1 | x | x | 3 | -2 | -8 | -22
CNC(=O)NC(=O)CSc1nnc(-c2ccco2)n1-c1ccccc1 | -2 | 6 | 4 | 1 | -2 | -5 | -1 | -7 | -5 | -16
COc1ccc(NC(=O)/C(=C/c2cccnc2)NC(=O)c2cccs2)cc1 | -3 | 1 | 4 | 11 | 2 | -53 | 2 | -3 | 21 | -10
CCOc1ccc(N(C(=O)c2cnccn2)C(C(=O)NC2CCCCC2)c2ccc(O)cc2)cc1 (centres undefined) | -1 | -4 | -2 | 5 | 1 | 4 | -3 | -3 | -18 | 10
CCN(CC)S(=O)(=O)c1ccc(OC)c(NC(=S)Nc2cc(C)ccc2C)c1 | x | 4 | 0 | -13 | -7 | -2 | -3 | 3 | 16 | 20
CC1(C)CC(NC(=O)C(Cl)(Cl)Cl)CC(C)(C)N1 | -3 | -9 | -2 | 18 | -2 | -18 | -1 | 3 | -5 | -4
O=C(CCc1nnc(C2(c3ccc(Cl)cc3)CCC2)o1)N1CCCC(O)C1 (centres undefined) | 5 | 17 | -4 | -10 | 0 | -2 | 3 | -8 | 4 | -4
COC(=O)[C@@]1(Cc2ccc(OC)cc2)[C@H]2c3cc(C(=O)N(C)C)n(Cc4c(CO)[nH]cc(C)c4=O)c3C[C@H]2CN1C(=O)c1ccccc1 | 4 | x | -2 | -7 | x | x | -7 | 3 | -6 | -8
CCCCCc1nnc(NC(=O)CS(=O)(=O)Cc2ccccc2)s1 | -3 | 3 | -1 | 0 | 0 | -13 | 3 | x | 2 | 1
Cn1[nH]c(C(F)(F)F)cc1=O | -6 | 5 | -1 | 1 | 3 | 7 | 2 | 0 | 1 | -2
CC1=C(C(=O)NCCN2CCN(C)CC2)C2(CCC(C)CC2)OC1=O (centres undefined) | -6 | 1 | -4 | 6 | -4 | -29 | 2 | 0 | -3 | 6
OCC1(CCOc2ccccc2)CCN(Cc2ccccc2OC(F)F)CC1 | 1 | -2 | -3 | -1 | 3 | -29 | -1 | -1 | -7 | -9
COC(=O)c1[nH]c2ccc(C)cc2c1NC(=O)CCN1CCN(C2CCCCC2)CC1 | x | 8 | 0 | 3 | 2 | -20 | 1 | x | 13 | -1
CCCCSC1=C(C#N)C(c2ccccc2C)C(C(=O)OCC)C(=O)N1 (centres undefined) | -1 | -1 | 12 | -5 | 3 | -21 | 1 | -1 | 17 | 7
O=C(CCCNS(=O)(=O)c1ccccc1)NCc1ccco1 | 4 | -6 | -15 | -9 | 3 | -10 | 0 | 1 | 9 | -5

Assay outcomes from PubChem.
